Screening data: PubChem BioAssay, several laboratories
KCNQ2 block = KCNQ2 potassium channel inhibitors, primary screen, cell-based, CHO-K1, FluxOR thallium flux, B-score (AID 2156); B-score at 10 µM; 20 min; active compounds read low; actives 1.1% (n = 310,000); Potassium voltage-gated channel subfamily KQT member 2 (Rattus norvegicus), O88943;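 active = fluorescence ratio B-score at most minus 3 library SDs, with starting brightness B-score within 2 library SDs, cut at about -5.5 in these data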
STK33 inh = inhibitors of purified STK33 kinase, primary screen, biochemical, ADP-Glo luminescence, homogeneous, cell-free. AID 2661, 2010. actives 0.073% (n = 320,000). inhibition, % at 10 µM. MBP phosphorylation;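 active = inhibition at or above 25%, using the most active replicate where run in duplicate; inactive = inhibition below 25%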
Target sequence (Q9BYT3 whole entry, looked up): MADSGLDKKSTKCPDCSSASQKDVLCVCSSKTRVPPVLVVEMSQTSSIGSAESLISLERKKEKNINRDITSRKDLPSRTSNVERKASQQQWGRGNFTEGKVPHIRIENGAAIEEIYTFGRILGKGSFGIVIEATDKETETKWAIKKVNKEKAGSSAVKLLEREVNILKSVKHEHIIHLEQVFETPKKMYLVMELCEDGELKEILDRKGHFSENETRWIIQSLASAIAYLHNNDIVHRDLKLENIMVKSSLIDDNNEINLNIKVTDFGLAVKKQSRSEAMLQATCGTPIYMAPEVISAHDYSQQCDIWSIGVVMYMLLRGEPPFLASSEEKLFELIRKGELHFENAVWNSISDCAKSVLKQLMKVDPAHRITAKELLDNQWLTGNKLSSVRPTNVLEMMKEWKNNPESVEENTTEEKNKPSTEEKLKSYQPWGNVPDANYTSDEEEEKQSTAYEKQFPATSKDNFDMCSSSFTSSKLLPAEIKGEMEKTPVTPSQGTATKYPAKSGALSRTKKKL
Kir21 block = inhibitors of mouse Kir2.1 inward-rectifier potassium channel | Inward rectifier potassium channel 2 (Mus musculus), P35561 | HEK293-Kir2.1, FluxOR thallium flux fluorescence; active compounds read low | B-score at 10 µM | actives 0.85% (n = 310,000) | AID 1672, 2009;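 active = fluorescence ratio B-score at or below minus 3 SD of library scores, with starting-brightness B-score within 2 SD, cut at about -4.2 in these data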;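 note: channel flux triggered by added potassium and thallium sulfate stimulus; B-score of peak minus minimum fluorescence over baseline after thallium stimulus; more negative B-score means stronger Kir2.1 block with less thallium influx; some compounds called inactive have numbers as strong as hits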
Target sequence (P35561 whole entry, looked up): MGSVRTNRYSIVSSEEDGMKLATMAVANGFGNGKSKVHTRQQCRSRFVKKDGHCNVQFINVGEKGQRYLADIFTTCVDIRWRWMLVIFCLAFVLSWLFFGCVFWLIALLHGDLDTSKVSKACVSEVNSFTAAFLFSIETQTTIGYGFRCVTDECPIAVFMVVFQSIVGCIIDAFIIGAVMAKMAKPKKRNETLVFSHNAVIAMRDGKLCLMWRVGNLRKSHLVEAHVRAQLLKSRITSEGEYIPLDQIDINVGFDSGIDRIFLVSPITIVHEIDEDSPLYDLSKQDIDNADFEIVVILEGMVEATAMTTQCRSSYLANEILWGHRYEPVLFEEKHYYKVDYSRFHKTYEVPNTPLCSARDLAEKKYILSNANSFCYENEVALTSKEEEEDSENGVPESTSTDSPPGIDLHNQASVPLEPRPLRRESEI
An asterisk follows results filed as active.

Results for CN(Cc1cnn(C)c1)C(=O)c1ccc(OC2CCN(CCc3ccccc3)CC2)cc1 ?
KCNQ2 block: inactive; STK33 inh: -1.3; Kir21 block: -2.15

How did COc1ccccc1-n1c(C)c(C(=O)O)c2cc(OC)c3ccccc3c21 do in these assays?
KCNQ2 block: inactive; STK33 inh: 0.1; Kir21 block: 0.37

What do the screens show for `Cc1ccc(-c2nc(N=Nc3ccc(O)cc3)n[nH]2)cc1`?
KCNQ2 block: inactive; STK33 inh: 0.3; Kir21 block: -0.65

What do the screens show for `COc1cc(/C=C/c2nc(-c3ccccc3O)n[nH]2)cc(OC)c1OC`?
KCNQ2 block: inactive; STK33 inh: 4.4; Kir21 block: 1.03

Results for O=C(NCc1ccco1)c1cc2n(n1)C(C(F)(F)F)CC(c1ccc(Br)cc1)N2 (stereo not given) ?
KCNQ2 block: inactive; STK33 inh: 0.8; Kir21 block: 0.09

How did CCc1ccc(CN(C(=O)COc2c(C)cccc2C)C2CCS(=O)(=O)C2)cc1 (stereo not given) do in these assays?
KCNQ2 block: inactive; STK33 inh: 0.0; Kir21 block: -0.03

How did O=C(COC(=O)C1CCN(c2ccc(C(F)(F)F)cn2)CC1)c1cccc(Br)c1 do in these assays?
KCNQ2 block: inactive; STK33 inh: -1.3; Kir21 block: -0.16

How did COc1cc(C(=O)NCCC(=O)NCc2ccc3c(c2)OCO3)cc(OC)c1OC do in these assays?
KCNQ2 block: inactive; STK33 inh: -1.5; Kir21 block: 0.79

What do the screens show for `CCCCCN(C(=O)CCC(=O)OCC(=O)N(C)C1CCCCC1)c1c(N)n(CCCC)c(=O)[nH]c1=O`?
KCNQ2 block: inactive; STK33 inh: -1.4; Kir21 block: 1.11

How did O=C1NC(=S)N(c2cccc(Cl)c2)C12CCCCC2 do in these assays?
KCNQ2 block: inactive; STK33 inh: 0.6; Kir21 block: -0.88

Results for CCn1c(C(C)NS(=O)(=O)c2ccc(Cl)cc2)n[nH]c1=S (stereo not given) ?
KCNQ2 block: inactive; STK33 inh: -0.8; Kir21 block: -1.06

Results for Cc1nn(C(C)C(=O)NCC2CCCO2)c(C)c1[N+](=O)[O-] (stereo not given) ?
KCNQ2 block: inactive; STK33 inh: -0.9; Kir21 block: -0.9

What do the screens show for `CC(=O)Nc1ccc(CN2CCN(CC=C(C)C)C(CCO)C2)cc1` (stereo not given)?
KCNQ2 block: inactive; STK33 inh: -1.1; Kir21 block: -0.87

How did CSc1ccc(CN(C)Cc2nc3cc(C(F)(F)F)ccc3c(=O)[nH]2)cc1 do in these assays?
KCNQ2 block: inactive; STK33 inh: 0.1; Kir21 block: -0.56

Results for Cc1ccc(-n2nc3c(c2NC(=O)CC(C)C)CS(=O)(=O)C3)c(C)c1 ?
KCNQ2 block: inactive; STK33 inh: -1.8; Kir21 block: -1.93

What do the screens show for `CCNC(=O)/C(C#N)=C/c1c(N2CC(C)OC(C)C2)nc2ccccn2c1=O` (stereo not given)?
KCNQ2 block: inactive; STK33 inh: -1.3; Kir21 block: -0.84

How did CN(C(=O)c1cccc(NC(=O)c2cccs2)c1)c1ccccc1 do in these assays?
KCNQ2 block: inactive; STK33 inh: 0.4; Kir21 block: 0.89

How did CNC(=O)CSc1nnc(-c2ccco2)n1-c1cccc(C)c1 do in these assays?
KCNQ2 block: inactive; STK33 inh: -0.8; Kir21 block: 1.06

Results for CCc1ccc(C(=O)COC(=O)CNC(=O)CNC(=O)Cc2ccccc2)cc1 ?
KCNQ2 block: inactive; STK33 inh: -1.1; Kir21 block: 0.12

Results for COc1ccc(C(=O)N2CCN(Cc3ccccc3[N+](=O)[O-])CC2)cc1 ?
KCNQ2 block: inactive; STK33 inh: -0.9; Kir21 block: -0.24

What do the screens show for `Cc1ccc(Nc2ncnc(N)n2)cc1`?
KCNQ2 block: inactive; STK33 inh: 0.6; Kir21 block: -1.76

Results for CC12CCC(C(=O)Nc3ccccc3Br)(C/C1=N\O)C2(C)C (stereo not given) ?
KCNQ2 block: inactive; STK33 inh: -1.3; Kir21 block: -0.11

How did O=C(COc1ccc2c3c(c(=O)oc2c1)CCCC3)NCc1cccnc1 do in these assays?
KCNQ2 block: inactive; STK33 inh: -1.8; Kir21 block: 0.97

What do the screens show for `O=C(Cc1ccc([N+](=O)[O-])cc1)N1N=C2CCCCC2C1(O)C(F)(F)F` (stereo not given)?
KCNQ2 block: inactive; STK33 inh: -1.0; Kir21 block: -1.73

How did Cc1ccc(NC(=S)NCC(C)CSc2ccc(Cl)cc2)cc1 (stereo not given) do in these assays?
KCNQ2 block: inactive; STK33 inh: 0.3; Kir21 block: 1.58

Results for COc1cc(-c2nnc(NC(=O)CCS(=O)(=O)c3ccc(F)cc3)o2)cc(OC)c1OC ?
KCNQ2 block: inactive; STK33 inh: 8.4; Kir21 block: 0.47

What do the screens show for `Cn1c(=O)c2c(nc(SCC(=O)c3cccs3)n2Cc2ccc(F)cc2)n(C)c1=O`?
KCNQ2 block: inactive; STK33 inh: -2.4; Kir21 block: -0.03

How did CCOc1ccc(NC(=O)CN(C)C(=O)c2ccc(=O)[nH]c2)cc1OCC do in these assays?
KCNQ2 block: inactive; STK33 inh: -2.3; Kir21 block: 0.12

Results for O=S(=O)(NCC1CCN(c2ccc(S(=O)(=O)N3CCOCC3)cc2)CC1)c1ccc(F)cc1 ?
KCNQ2 block: inactive; STK33 inh: -1.3; Kir21 block: 1.53

What do the screens show for `CC1=NOC(=O)/C1=C/c1ccc(O)c(Br)c1`?
KCNQ2 block: inactive; STK33 inh: 0.2; Kir21 block: -0.22

Results for COCCC(=O)NC12CC3CC(CC(C3)C1)C2 ?
KCNQ2 block: inactive; STK33 inh: -1.8; Kir21 block: 0.73

What do the screens show for `CCn1c(=N)n(CC(=O)c2ccc(OC)c(OC)c2)c2ccccc21`?
KCNQ2 block: inactive; STK33 inh: 0.0; Kir21 block: 1.25

How did CC(=O)N1c2c(cc(Br)cc2S(=O)(=O)N2CCN(c3ccccc3F)CC2)CC1C (stereo not given) do in these assays?
KCNQ2 block: inactive; STK33 inh: -0.4; Kir21 block: 0.15

What do the screens show for `Cc1cc(C)n2c(SCc3ccc(Br)cc3)nnc2n1`?
KCNQ2 block: inactive; STK33 inh: -3.0; Kir21 block: 1.42

Results for CCCc1c(C(=O)N/N=C/c2ccncc2)nnn1-c1nonc1N ?
KCNQ2 block: inactive; Kir21 block: -0.68

Results for COc1ccccc1N1CCN(C(c2cccs2)C(C)NS(=O)(=O)c2ccccc2)CC1 (stereo not given) ?
KCNQ2 block: inactive; STK33 inh: -0.7; Kir21 block: -0.51

What do the screens show for `CC1CCN(C(=O)c2cc(S(=O)(=O)N3CCCCC3)c[nH]2)CC1`?
KCNQ2 block: inactive; STK33 inh: -1.6; Kir21 block: 1.64

Results for Cc1nnc(SCC(=O)Nc2ccc(F)cc2F)n(N)c1=O ?
KCNQ2 block: inactive; STK33 inh: -1.0; Kir21 block: -0.94

Results for COc1ccc(N(CC(=O)O)S(=O)(=O)c2cccnc2)cc1 ?
KCNQ2 block: inactive; STK33 inh: 6.1; Kir21 block: 0

Results for CCOC(=O)C1=C(C)N=c2s/c(=C3/C(=O)Nc4ccccc43)c(=O)n2C1c1ccc(C)cc1 (stereo not given) ?
KCNQ2 block: inactive; STK33 inh: 0.4; Kir21 block: 2.27

How did COc1ccccc1NS(=O)(=O)c1cc(NC(=O)c2sccc2C)ccc1N1CCOCC1 do in these assays?
KCNQ2 block: inactive; STK33 inh: -0.2; Kir21 block: 0.74

What do the screens show for `CCOc1ccccc1OCCCOc1ccc(C)cc1Cl`?
KCNQ2 block: inactive; STK33 inh: -2.8; Kir21 block: -1.65

What do the screens show for `COc1ccc(-c2noc(C3CCCN(C(=O)CCc4ccccc4)C3)n2)cc1` (stereo not given)?
KCNQ2 block: inactive; STK33 inh: -1.1; Kir21 block: -2.05

How did COC(=O)c1cn(C(=O)/C=C/c2ccc(OC)c(OC)c2)c2ccccc12 do in these assays?
KCNQ2 block: inactive; STK33 inh: 0.2; Kir21 block: 0.08

Results for CN(C)S(=O)(=O)c1ccc(S(=O)(=O)N(CC(=O)Nc2ccccc2)Cc2ccco2)cc1 ?
KCNQ2 block: inactive; STK33 inh: 1.0; Kir21 block: 2.24

How did Cn1c(CCC(=O)OCC(=O)NCc2ccccc2Cl)nc(=O)c2ccccc21 do in these assays?
KCNQ2 block: inactive; STK33 inh: 0.5; Kir21 block: -1.99

How did CS(=O)(=O)Oc1ccc2c(c1)O/C(=C\C=C\c1ccccc1)C2=O do in these assays?
KCNQ2 block: inactive; STK33 inh: -1.5; Kir21 block: -1.31

How did C=CCN1C2CCCC1CC(NC(=O)Nc1cc(C)cc(C)c1)C2 (stereo not given) do in these assays?
KCNQ2 block: inactive; STK33 inh: -0.2; Kir21 block: -0.88

What do the screens show for `CCC1=NN(C(=O)C(=O)NCCc2ccccc2)C(O)(C(F)(F)F)C1` (stereo not given)?
KCNQ2 block: inactive; STK33 inh: -1.5; Kir21 block: -0.94

What do the screens show for `CC(C)=C1C(=O)NN(c2ccc(F)c(Cl)c2)C1=O`?
KCNQ2 block: inactive; STK33 inh: -0.4; Kir21 block: -0.57

What do the screens show for `CCn1c(=O)c(C(=O)NCc2ccccc2OC)c(O)c2ccccc21`?
KCNQ2 block: inactive; STK33 inh: -0.3; Kir21 block: -0.15

How did O=c1[nH]c(CN2CCOCC2)nc2cc(Cl)ccc12 do in these assays?
KCNQ2 block: inactive; STK33 inh: 1.4; Kir21 block: -0.71

Results for CC(=O)NC(CC(=O)NCCCn1ccc2ccccc21)c1ccccc1 (stereo not given) ?
KCNQ2 block: inactive; STK33 inh: -0.9; Kir21 block: 2.64

Results for COc1ccccc1CNC(=O)CCC(=O)n1ncc2cc(C)ccc21 ?
KCNQ2 block: inactive; STK33 inh: -1.8; Kir21 block: 0

Results for COc1ccc(NS(=O)(=O)c2ccc3c(c2)CCC(=O)N3)c(OC)c1 ?
KCNQ2 block: inactive; STK33 inh: 1.1; Kir21 block: -0.49

Results for C/C=C/C(=O)N1c2ccccc2C(C)=CC1(C)C ?
KCNQ2 block: inactive; STK33 inh: 2.0; Kir21 block: -1.1

Results for Nc1ccc(C(=O)OCCCc2nc3cc4ccccc4cc3[nH]2)cc1 ?
KCNQ2 block: inactive; STK33 inh: -2.5; Kir21 block: 0

How did COc1ccc(S(=O)(=O)N(C)c2ccc(C(=O)N3CCOCC3)cc2)cc1OC do in these assays?
KCNQ2 block: inactive; STK33 inh: -0.6; Kir21 block: 0.11

How did NNC(=O)Cn1c(-c2nonc2N)nc2ccccc21 do in these assays?
KCNQ2 block: inactive; STK33 inh: -0.2; Kir21 block: 0.13

How did C=CCNc1nc(N2CCCC2)nc2ccccc12 do in these assays?
KCNQ2 block: inactive; STK33 inh: 0.7; Kir21 block: 0.51

How did C=CCNC(=O)c1onc(CSc2nc3ccccc3[nH]2)c1C(=O)NCC=C do in these assays?
KCNQ2 block: inactive; STK33 inh: -1.9; Kir21 block: -1.18

What do the screens show for `CCOc1ccc(CN2C(=O)CCC2(C)C(=O)NCc2cccnc2)cc1` (stereo not given)?
KCNQ2 block: inactive; STK33 inh: -3.7; Kir21 block: 1.28

How did COc1ccc(-c2ccc([C@H]3[C@@H]4C=CCC[C@@]4(C)C(=O)N3Cc3ccccc3)c(F)c2)cc1OC do in these assays?
KCNQ2 block: inactive; STK33 inh: -0.5; Kir21 block: -0.22

Results for Cc1ccc(C(=O)CN2C(=O)C(=O)N(Cc3ccccc3)C2=O)cc1 ?
KCNQ2 block: inactive; STK33 inh: -1.8; Kir21 block: -1.57

How did COc1cc(-n2c(C)nc3cc(C(=O)NCc4ccco4)ccc32)cc(OC)c1OC do in these assays?
KCNQ2 block: inactive; STK33 inh: 12.2; Kir21 block: 0.03

In the list so far, 7 contain two or more sulfur atoms.
Results for CCn1c(C(C)NS(=O)(=O)c2ccc(Cl)cc2)n[nH]c1=S (stereo not given) ?
KCNQ2 block: inactive; STK33 inh: -0.8; Kir21 block: -1.06

How did Cc1ccc(NC(=S)NCC(C)CSc2ccc(Cl)cc2)cc1 (stereo not given) do in these assays?
KCNQ2 block: inactive; STK33 inh: 0.3; Kir21 block: 1.58

What do the screens show for `Cn1c(=O)c2c(nc(SCC(=O)c3cccs3)n2Cc2ccc(F)cc2)n(C)c1=O`?
KCNQ2 block: inactive; STK33 inh: -2.4; Kir21 block: -0.03

Results for O=S(=O)(NCC1CCN(c2ccc(S(=O)(=O)N3CCOCC3)cc2)CC1)c1ccc(F)cc1 ?
KCNQ2 block: inactive; STK33 inh: -1.3; Kir21 block: 1.53

Results for COc1ccccc1N1CCN(C(c2cccs2)C(C)NS(=O)(=O)c2ccccc2)CC1 (stereo not given) ?
KCNQ2 block: inactive; STK33 inh: -0.7; Kir21 block: -0.51

How did COc1ccccc1NS(=O)(=O)c1cc(NC(=O)c2sccc2C)ccc1N1CCOCC1 do in these assays?
KCNQ2 block: inactive; STK33 inh: -0.2; Kir21 block: 0.74

Results for CN(C)S(=O)(=O)c1ccc(S(=O)(=O)N(CC(=O)Nc2ccccc2)Cc2ccco2)cc1 ?
KCNQ2 block: inactive; STK33 inh: 1.0; Kir21 block: 2.24
